INS-1E rescue = INS-1E beta cell protection from cytokine death; INS-1E cytokine-induced death, ATP luminescence, 48 h; normalised: neutral wells 0, positive control 100; protection from cytokine-induced ATP loss, % at 10 µM; hit rate 0.1% among 20,000; AID 488910;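 active = mean replicate protection from cytokine-induced ATP loss at least 50% and at least 75% of replicates each reaching 50%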
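assay system = INS-1E rat insulinoma cells | amount = 8000 cells per well | medium = phenol-red-free RPMI with 5% fetal bovine serum | doses = one compound concentration, pin transfer | timing = 48 h cytokine plus compound treatment, 10 min reagent incubation | also added = IL-1β, TNF-α and IFN-γ cytokine mix | signal = CellTiter-Glo luminescence measuring cellular ATP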
T cruzi HTS = inhibitors of intracellular Trypanosoma cruzi; hit rate 4.9% among 22,000; AID 651903; intracellular Trypanosoma cruzi in host cells, plate reader; activity score (inhibition), % at 5.01 µM; in the data active = activity score above about 55%;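 also: parasites and compound incubated about four days before reading; 0% = median of neutral control wells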
An asterisk follows results filed as active; · = no result given.

| smiles | T cruzi HTS | INS-1E rescue |
| --- | --- | --- |
| C[C@@H]1CN([C@@H](C)CO)C(=O)c2cccc(NC(=O)Nc3ccc(C(F)(F)F)cc3)c2O[C@H]1CN(C)Cc1ccc(Cl)c(Cl)c1 | 78.5* | -51.9 |
| C[C@H]1CN([C@@H](C)CO)C(=O)CCCn2cc(nn2)CO[C@@H]1CN(C)C(=O)c1ccncc1 | -32.3 | -1.0 |
| Cc1ccc(S(=O)(=O)Nc2ccc3c(c2)C(=O)N([C@@H](C)CO)C[C@@H](C)[C@@H](CN(C)C(=O)Nc2ccc4c(c2)OCO4)O3)cc1 | -4.8 | -6.4 |
| C[C@@H]1CN([C@@H](C)CO)C(=O)c2cc(NC(=O)Cc3cn(C)c4ccccc34)ccc2O[C@H]1CN(C)C(=O)Nc1ccc2c(c1)OCO2 | -4.7 | 4.9 |
| COc1ccc(NC(=O)N(C)C[C@H]2Oc3ccc(NS(=O)(=O)c4cccs4)cc3C(=O)N([C@H](C)CO)C[C@H]2C)cc1 | -48.6 | -8.9 |
| C[C@@H]1CN([C@@H](C)CO)C(=O)c2cc(NS(C)(=O)=O)ccc2O[C@@H]1CN(C)CC1CC1 | -11.1 | -1.4 |
| Cc1ccc(S(=O)(=O)Nc2ccc3c(c2)C(=O)N([C@@H](C)CO)C[C@@H](C)[C@H](CN(C)S(=O)(=O)c2cn(C)cn2)O3)cc1 | 1.6 | 1.9 |
| C[C@H]1CN([C@@H](C)CO)C(=O)CCCn2nncc2CO[C@@H]1CN(C)S(C)(=O)=O | -8.2 | · |
| C[C@H](CO)N1C[C@H](C)[C@H](CN(C)S(=O)(=O)c2ccc(F)cc2)Oc2ccc(NC(=O)CCCN(C)C)cc2C1=O | 3.1 | 1.6 |
| C[C@H]1CN([C@@H](C)CO)C(=O)c2cc(NS(C)(=O)=O)ccc2O[C@@H]1CN(C)Cc1ccccc1 | -4.1 | 8.9 |
| C[C@H]1CN([C@@H](C)CO)C(=O)c2cc(NC(=O)Nc3ccc(F)cc3)ccc2O[C@@H]1CN(C)Cc1ccc2c(c1)OCO2 | -3.1 | -16.7 |
| C[C@H](CO)N1C[C@H](C)[C@H](CN(C)Cc2ccc(C(=O)Nc3ccccc3N)cc2)Oc2ccc(NC(=O)C3CC3)cc2C1=O | 22.3 | -3.6 |
| O=C(CCCCCCC(=O)Nc1ccccc1O)NN=C1CCCCCCC1 | 1.6 | 0.6 |
| Cc1noc(C)c1S(=O)(=O)Nc1cccc2c1O[C@H](CN(C)CC1CC1)[C@H](C)CN([C@@H](C)CO)C2=O | -13.0 | 3.8 |
| C[C@H](CO)N1C[C@H](C)[C@H](CN(C)Cc2ccc(C(=O)O)cc2)Oc2ccc(NS(=O)(=O)c3ccccc3)cc2C1=O | 0.9 | 0.2 |
| C[C@H]1CN([C@@H](C)CO)C(=O)c2cc(NC(=O)C3CCCCC3)ccc2O[C@@H]1CN(C)S(=O)(=O)c1cn(C)cn1 | -3.5 | -3.8 |
| C[C@H](CO)N1C[C@H](C)[C@@H](CN(C)Cc2ccc(Oc3ccccc3)cc2)Oc2c(cccc2N(C)C)C1=O | 22.3 | -16.8 |
| COc1ccc(NC(=O)N(C)C[C@@H]2Oc3ccc(NS(=O)(=O)c4ccc(OC)cc4)cc3CC(=O)N([C@H](C)CO)C[C@H]2C)cc1 | -22.6 | -1.6 |
| COc1ccc(NC(=O)Nc2ccc3c(c2)CC(=O)N([C@@H](C)CO)C[C@@H](C)[C@@H](CN(C)Cc2ccc(C(F)(F)F)cc2)O3)cc1 | 76.0* | -69.0 |
| COc1ccc(S(=O)(=O)N(C)C[C@H]2Oc3ccc(NC(=O)NC(C)C)cc3CC(=O)N([C@@H](C)CO)C[C@H]2C)cc1 | -16.7 | 3.9 |
| CNC[C@H]1Oc2ccc(NS(C)(=O)=O)cc2CC(=O)N([C@@H](C)CO)C[C@@H]1C | 1.0 | 2.9 |
| COc1ccc(S(=O)(=O)Nc2ccc3c(c2)C(=O)N([C@@H](C)CO)C[C@H](C)[C@H](CN(C)Cc2ccc(Cl)c(Cl)c2)O3)cc1 | 51.7 | -11.0 |
| C[C@@H]1CN([C@@H](C)CO)C(=O)c2cccc(NC(=O)C3CC3)c2O[C@@H]1CN(C)C(=O)Nc1ccc2c(c1)OCO2 | -6.7 | 13.6 |
| Cc1cccc(S(=O)(=O)N(C)C[C@H]2OCc3cn(nn3)CCCC(=O)N([C@H](C)CO)C[C@@H]2C)c1 | -7.7 | · |
| C[C@@H]1CN([C@H](C)CO)C(=O)c2cc(NC(=O)Nc3ccc(C(F)(F)F)cc3)ccc2O[C@H]1CN(C)Cc1ccc(C(=O)O)cc1 | -8.5 | -3.9 |
| C[C@@H]1CN([C@H](C)CO)C(=O)c2cccc(NC(=O)C3CC3)c2O[C@@H]1CN(C)CC1CC1 | -13.8 | -7.7 |
| C[C@@H]1CN([C@H](C)CO)C(=O)CCCn2nncc2CO[C@H]1CN(C)Cc1cccnc1 | -6.8 | · |
| C[C@H](CO)N1C[C@H](C)[C@H](CN(C)Cc2ccccc2)Oc2c(NS(=O)(=O)c3cn(C)cn3)cccc2C1=O | -10.8 | 5.2 |
| CC(C)NC(=O)N(C)C[C@@H]1Oc2ccc(NC(=O)Nc3ccccc3)cc2CC(=O)N([C@@H](C)CO)C[C@@H]1C | -8.8 | 6.2 |
| C[C@H](CO)N1C[C@H](C)[C@H](CN(C)Cc2ccc(-c3ccccc3)cc2)Oc2ccc(NS(=O)(=O)c3cn(C)cn3)cc2CC1=O | 1.4 | -0.6 |
| Cc1noc(C)c1NC(=O)N(C)C[C@@H]1Oc2c(NS(=O)(=O)c3cccs3)cccc2C(=O)N([C@@H](C)CO)C[C@H]1C | -14.5 | 10.7 |
| CC(C)NC(=O)Nc1ccc2c(c1)CC(=O)N([C@H](C)CO)C[C@@H](C)[C@@H](CN(C)S(=O)(=O)c1ccccc1)O2 | -11.6 | 9.2 |
| Cc1ccc(S(=O)(=O)Nc2cccc3c2O[C@H](CN(C)Cc2ccccc2)[C@@H](C)CN([C@H](C)CO)C3=O)cc1 | -0.7 | 8.5 |
| COc1ccc(NC(=O)N(C)C[C@H]2Oc3ccc(NC(=O)CCC(F)(F)F)cc3CC(=O)N([C@H](C)CO)C[C@H]2C)cc1 | -7.8 | 6.7 |
| C[C@@H]1CN([C@@H](C)CO)C(=O)c2cccc(NC(=O)C3CCCCC3)c2O[C@@H]1CN(C)C(=O)Nc1ccc(F)cc1 | 1.3 | 4.6 |
| Cc1cc(C(=O)Nc2cccc3c2O[C@@H](CN(C)Cc2ccncc2)[C@@H](C)CN([C@@H](C)CO)C3=O)n(C)n1 | -26.6 | 1.3 |
| C[C@@H]1CN([C@@H](C)CO)C(=O)c2cc(NC(=O)C3CC3)ccc2O[C@H]1CN(C)Cc1ccc(C(=O)O)cc1 | -29.4 | 6.5 |
| C[C@@H]1CN([C@@H](C)CO)C(=O)c2cc(NC(=O)Cc3cn(C)c4ccccc34)ccc2O[C@@H]1CN(C)Cc1ccccc1 | 26.7 | -13.4 |
| CC(C)NC(=O)N(C)C[C@H]1Oc2c(NC(=O)c3ccc(-c4nccs4)cc3)cccc2C(=O)N([C@H](C)CO)C[C@H]1C | -1.3 | 0.4 |
| C[C@H](CO)N1C[C@H](C)[C@H](CN(C)C(=O)Nc2ccccc2)Oc2ncc(-c3cc4ccccc4o3)cc2C1=O | 42.1 | · |
| COc1ccc(S(=O)(=O)N(C)C[C@H]2Oc3ccc(NS(=O)(=O)c4cn(C)cn4)cc3C(=O)N([C@H](C)CO)C[C@H]2C)cc1 | 4.0 | 4.8 |
| COc1ccc(S(=O)(=O)N(C)C[C@@H]2Oc3ccc(NS(C)(=O)=O)cc3CC(=O)N([C@H](C)CO)C[C@H]2C)cc1 | -12.5 | 0.8 |
| C[C@H](CO)N1C[C@H](C)[C@H](CN(C)C(=O)Nc2ccc3c(c2)OCO3)Oc2ncc(-c3ccc(F)cc3)cc2C1=O | 9.5 | · |
| CC(C)NC(=O)N(C)C[C@H]1Oc2ccc(NC(=O)Cn3cnnn3)cc2CC(=O)N([C@@H](C)CO)C[C@H]1C | -2.7 | -2.5 |
| C[C@H]1CN([C@@H](C)CO)C(=O)Cc2cc(NC(=O)CCC(F)(F)F)ccc2O[C@H]1CN(C)C(=O)Nc1cccc2ccccc12 | -4.9 | 1.5 |
| COc1ccc(CN(C)C[C@@H]2Oc3c(NC(=O)c4cc(C)nn4C)cccc3C(=O)N([C@H](C)CO)C[C@@H]2C)cc1 | -18.2 | 1.1 |
| C[C@H]1CN([C@@H](C)CO)C(=O)c2cccc(NC(=O)c3cnccn3)c2O[C@H]1CN(C)C(=O)Nc1cccc2ccccc12 | -23.7 | 14.1 |
| COc1ccc(S(=O)(=O)Nc2ccc3c(c2)C(=O)N([C@H](C)CO)C[C@H](C)[C@@H](CN(C)Cc2ccc(C(=O)O)cc2)OCCCC[C@@H](C)O3)cc1 | -5.9 | 0.4 |
| COc1ccc(CN(C)C[C@H]2Oc3ccc(NS(=O)(=O)c4cn(C)cn4)cc3CC(=O)N([C@@H](C)CO)C[C@H]2C)cc1 | -3.4 | 7.8 |
| C[C@@H]1CN([C@H](C)CO)C(=O)CCCn2nncc2CO[C@H]1CN(C)S(=O)(=O)c1ccc(C#N)cc1 | -9.5 | · |
| C[C@H]1CN([C@@H](C)CO)C(=O)c2cccc(NC(=O)c3cnccn3)c2O[C@@H]1CN(C)Cc1ccc(C(=O)O)cc1 | -13.2 | 14.3 |
| C[C@@H]1CN([C@@H](C)CO)C(=O)c2cc(NC(=O)CCN3CCOCC3)ccc2O[C@H]1CN(C)Cc1ccc(-c2ccccc2)cc1 | -7.5 | 4.8 |
| C[C@@H]1CN([C@@H](C)CO)C(=O)c2cc(NC(=O)CCCCCC(=O)Nc3ccccc3N)ccc2O[C@@H]1CN(C)S(=O)(=O)c1cccs1 | -8.3 | -4.7 |
| C[C@@H]1CN([C@@H](C)CO)C(=O)Cc2cc(NC(=O)CCC(F)(F)F)ccc2O[C@@H]1CN(C)Cc1ccc2c(c1)OCO2 | 13.2 | -9.6 |
| C[C@@H]1CN([C@H](C)CO)C(=O)c2cc(NC(=O)C3CC3)ccc2O[C@@H]1CN(C)Cc1ccc2c(c1)OCO2 | 7.9 | -1.4 |
| COc1ccc(NC(=O)Nc2ccc3c(c2)CC(=O)N([C@@H](C)CO)C[C@@H](C)[C@@H](CN(C)S(=O)(=O)c2ccc(Cl)cc2)O3)cc1 | -7.5 | -1.9 |
| C[C@H](CO)N1C[C@H](C)[C@@H](CN(C)S(=O)(=O)c2ccccc2)Oc2c(NC(=O)C3CCCCC3)cccc2C1=O | 3.8 | 3.2 |
| C[C@@H]1CN([C@H](C)CO)C(=O)c2cc(NC(=O)Nc3ccc4c(c3)OCO4)ccc2O[C@@H]1CN(C)S(=O)(=O)c1ccccc1 | -8.7 | -0.4 |
| C[C@@H]1CCCCO[C@@H](CN(C)S(=O)(=O)c2ccc(F)cc2)[C@@H](C)CN([C@H](C)CO)C(=O)c2cc(NC(=O)c3ccccc3)ccc2O1 | -30.3 | 15.4 |
| C[C@@H]1CN([C@@H](C)CO)C(=O)c2cc(N(C)C)ccc2O[C@@H]1CN(C)Cc1ccncc1 | -18.8 | · |

Later entries:
| smiles | T cruzi HTS | INS-1E rescue |
| --- | --- | --- |
| Cc1noc(C)c1NC(=O)Nc1ccc2c(c1)C(=O)N([C@H](C)CO)C[C@H](C)[C@H](CN(C)C(=O)Nc1ccccc1)OCCCC[C@@H](C)O2 | -17.3 | 0.8 |
| COc1ccc(S(=O)(=O)Nc2cccc3c2O[C@@H](CN(C)Cc2ccc(Cl)c(Cl)c2)[C@H](C)CN([C@H](C)CO)C3=O)cc1 | 19.1 | 1.0 |
| CNC[C@@H]1Oc2ccc(NS(=O)(=O)c3ccccc3)cc2CC(=O)N([C@H](C)CO)C[C@@H]1C | -38.3 | 14.0 |
| Cc1ccc(S(=O)(=O)Nc2cccc3c2O[C@@H](CN(C)S(=O)(=O)c2c(C)noc2C)[C@@H](C)CN([C@H](C)CO)C3=O)cc1 | -2.9 | 4.2 |
| C[C@H](CO)N1C[C@H](C)[C@H](CN(C)C)Oc2c(NS(=O)(=O)c3ccc(Cl)cc3)cccc2C1=O | -7.1 | 1.9 |
| O=C(O)CCCCCC(=O)N/N=C/c1cccc(Br)c1 | -13.2 | -2.2 |
| C[C@@H]1CN([C@H](C)CO)C(=O)Cc2cc(NC(=O)Nc3ccc(C(F)(F)F)cc3)ccc2O[C@H]1CN(C)C(=O)Nc1cccc2ccccc12 | 2.2 | 0.0 |
| C[C@@H]1CCCCO[C@@H](CN(C)C(=O)Nc2ccc(F)cc2)[C@@H](C)CN([C@H](C)CO)C(=O)c2cc(NC(=O)Nc3ccc4c(c3)OCO4)ccc2O1 | -7.5 | 2.4 |
| C[C@@H]1CN([C@@H](C)CO)C(=O)Cc2cc(NC(=O)NC3CCCCC3)ccc2O[C@@H]1CN(C)Cc1ccccc1 | 28.3 | 5.4 |

These rows are one share of the data; the hit share may differ from the screen's.
